Compound activity deposited in PubChem BioAssay by several laboratories.
phage Ecoli inh – growth loss of phage-infected E. coli, primary screen, RecBCD inhibitor project, absorbance, with phage, HTS. inhibition, % at 11.9 µM. hit rate 0.26% among 360,000; in the data active = inhibition above about 11%
OPRM1-OPRD1 inv – inverse agonists of MOR-DOR heterodimerization, primary screen, cell-based, luminescence. AID 504357, 2011. Mu-type opioid receptor (Homo sapiens) + Delta-type opioid receptor (Homo sapiens), …. hit rate 0.21% among 340,000. inhibition, % at 9.3 µM. cell-based MOR-DOR heterodimer luminescence, inverse agonism; in the data active = inhibition above about 22%, passing the limit was not always enough;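 note: 0% = cells with DMSO and 100% = wells without cells with DMSO; values of inactives mirror those of a sister screen read the other way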
Target sequence (P35372 whole entry, looked up): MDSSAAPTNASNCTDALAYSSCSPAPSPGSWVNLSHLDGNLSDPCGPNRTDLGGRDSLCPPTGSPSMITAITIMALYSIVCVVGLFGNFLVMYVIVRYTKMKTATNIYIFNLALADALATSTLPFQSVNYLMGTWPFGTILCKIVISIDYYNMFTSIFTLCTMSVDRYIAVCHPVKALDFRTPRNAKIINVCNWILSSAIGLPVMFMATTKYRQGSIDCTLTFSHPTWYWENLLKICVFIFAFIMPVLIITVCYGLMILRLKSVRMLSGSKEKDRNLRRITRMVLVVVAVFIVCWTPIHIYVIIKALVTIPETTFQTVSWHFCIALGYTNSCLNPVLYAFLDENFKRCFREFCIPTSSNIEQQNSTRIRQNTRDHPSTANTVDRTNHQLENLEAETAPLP
Target sequence (P41143 whole entry, looked up): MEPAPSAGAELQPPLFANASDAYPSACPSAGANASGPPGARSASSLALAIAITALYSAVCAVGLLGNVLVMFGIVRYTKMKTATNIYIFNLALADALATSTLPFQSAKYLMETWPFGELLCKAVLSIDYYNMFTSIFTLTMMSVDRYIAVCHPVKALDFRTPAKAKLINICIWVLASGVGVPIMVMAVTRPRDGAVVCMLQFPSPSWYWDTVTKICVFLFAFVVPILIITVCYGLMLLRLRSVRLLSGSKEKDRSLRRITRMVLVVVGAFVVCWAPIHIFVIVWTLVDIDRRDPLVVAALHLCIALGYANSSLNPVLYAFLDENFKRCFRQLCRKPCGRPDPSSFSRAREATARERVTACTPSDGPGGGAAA
Tat transport – E. coli Tat export inhibitors, primary screen, MC4100, TorA-mCherry reporter, fluorescence, single point; inhibition, % at 10 µM; hit rate 0.036% among 340,000;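 active = mean replicate inhibition at least 50% and at least half of replicates individually reaching 50%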;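 note: exported cargo escapes ClpAP degradation while cytoplasmic cargo is degraded and loses fluorescence; 0% = median of neutral control wells and 100% = median of NaSCN control wells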
E coli growth – E. coli V3065 growth inhibition, primary screen, counter-screen for AddAB inhibitor project, absorbance, OD600 | inhibition, % at 11.9 µM | AID 449728, 2010 | 18 h | hit rate 0.27% among 330,000;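 active = inhibition above the campaign's mean inhibition across all tested compounds plus 3 SD, cut at about 9.9% in these data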;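 note: uninfected addAB+ strain grown without phage in ampicillin broth; 0% = DMSO wells and 100% = ciprofloxacin 0.95 µg/ml wells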
Mot1-301 SUMO – yeast Mot1-301 growth rescue at high temperature, primary screen, SUMOylation pathway inhibitor project, S. cerevisiae, ATP luminescence, 38.5C | S. cerevisiae Mot1-301 growth rescue; percent above DMSO median, 100 means doubled | growth rescue, % at 18.8 µM | hit rate 1% among 320,000 | AID 2716, 2010;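 active = every valid replicate shows activation above 250% relative to neutral control wells; inactive = the rest, any valid replicate at or below 250%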;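 note: OY570 slx delta 5 strain wells were the positive control but not used for scaling; some compounds called inactive have numbers as strong as hits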
OPRM1-OPRD1 ag – agonists of OPRM1-OPRD1 heterodimerization, primary screen, cell-based, luminescence; cells; activation, % at 9.3 µM; hit rate 0.3% among 340,000; AID 504326, 2011; in the data active = activation above about 18%;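 note: 0% = vehicle-treated cells and 100% = reference agonist; values of inactives mirror those of a sister screen read the other way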
PKA-R1A act – activators of PKA-R1A holoenzyme, primary screen, biochemical, fluorescence polarization, Cy5-IP20, bovine R1A, mouse PKAc; cAMP-dependent protein kinase type I-alpha regulatory subunit (Bos taurus) + …; PKA-R1A dissociation; scaled: DMSO 0%, 113 µM cGMP 100%; activation, % at 11.4 µM; hit rate 0.083% among 340,000; AID 504707, 2011;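 active = percent activation above the mean of all tested compounds plus 3 SD, cut at about 19% in these data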;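 note: higher means more PKAc released from R1A so a rise in polarization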
PfHsp90 set2 – growth inhibition of PfHsp90-expressing yeast, primary screen, antimalarial PfHsp90 inhibitor project, S. cerevisiae, BacTiter-Glo luminescence, single point, set 2. inhibition, % at 9.4 µM. hit rate 0.32% among 310,000. AID 504621, 2011. BacTiter-Glo ATP, 48 h; yeast lacking PDR1 and PDR3 efflux regulators;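 active = every replicate shows inhibition above about 80%, whatever the replicate mean, limit read from the data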;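 note: 0% = DMSO neutral controls and 100% = 20 µM radicicol positive controls; yeast relying on Plasmodium falciparum Hsp90 in place of its own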
DSG3 Ab inh – inhibitors of pemphigus antibody binding to DSG3, primary screen, biochemical, bead-based, flow cytometry, scFv-GFP. Desmoglein-3 (Homo sapiens), P32926. DSG3-coupled beads, scFv-anti-DSG3-GFP binding; stronger effect = lower value. binding (percent of control), % at 10 µM. hit rate 0.48% among 310,000;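 active = binding more than 3 SD below its plate's average and above zero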; note: some compounds called inactive have numbers as strong as hits
AddAB inh – growth inhibition of E. coli expressing H. pylori AddAB, primary screen, AddAB inhibitor project, absorbance | inhibition, % at 11.9 µM | hit rate 0.29% among 330,000 | AID 435030, 2010; in the data active = inhibition above about 12%;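 note: 0% = vehicle wells of infected cells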
Arr AP2 block – inhibitors of beta-arrestin/AP2 binding, primary screen, biochemical, GPCR trafficking, flow cytometry | hit rate 0.31% among 340,000 | AID 504490, 2011 | FITC-arrestin peptide / GST-AP2 beads; AP2 beta2 appendage carries R879A mutation | inhibition, % at 10 µM;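 active = inhibition above a set limit, near 3 SD of compounds lacking own fluorescence, cut at about 54% in these data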;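 note: plate controls were DMSO wells for no effect and 5 µM unlabelled arrestin peptide for full effect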
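Test system: GST-tagged AP2 beta2-adaptin appendage (R879A) on 4 µm glutathione beads; also added: fluorescein-tagged arrestin peptide at 50 nM final; timing: 12 min plus 1 h, RT; signal: flow cytometry, FL1 (488/535 nm); read-out: percent drop in bead-associated FITC signal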
* = called active by the depositor; · = no result given.

entry	Compound	PfHsp90 set2	DSG3 Ab inh	Mot1-301 SUMO	PKA-R1A act	OPRM1-OPRD1 ag	Arr AP2 block	AddAB inh	OPRM1-OPRD1 inv	phage Ecoli inh	Tat transport	E coli growth
1	NCCCCCc1nnc(SCC(=O)Nc2cccc(Cl)c2)o1	6	105	-4	-1	-0.1	1	0.1	1	4.3	-5	-2.7
2	CCCSC1=N/C(=C\C=C\c2ccco2)C(=O)S1	17	85	14	-5	0.1	-3	2.4	0	1.4	-1	0.4
3	COc1ccc(CC(=O)N(Cc2ccccc2)c2ccccc2)cc1S(=O)(=O)N1CCOCC1	-4	·	45	12	0.1	-4	-2.0	-1	0.2	-10	-2.8
4	CC(C)(C)n1nc(Cc2cccc3ccccc23)c(C#N)c1N	6	102	-21	-2	0.9	13	2.6	-5	1.4	-1	0.3
5	Cc1ccc(C)c(S(=O)(=O)NCC(=O)Nc2sc3c(c2C(N)=O)CCC(C)C3)c1 (stereo not drawn)	·	·	172	2	5.8	23	0.5	-29	0.7	3	-0.6
6	COCCn1nnnc1C(C(C)C)N(Cc1cccnc1)Cc1cc2cc(OC)ccc2[nH]c1=O (stereo not drawn)	8	93	5	-6	-3.5	8	-2.2	15	0.3	9	-0.5
7	COC(=O)[C@@H]1C[C@@]2(O)[C@H](O)[C@H](O)[C@H](O)C[C@H]2N1Cc1cccc2ccccc12	20	99	4	6	-1.2	2	0.9	6	0.9	2	1.2
8	Nc1nc(-c2ccco2)nn1C(=O)c1ccc(F)cc1	-19	·	·	-2	0.4	-8	·	-2	-0.3	-7	·
9	Cc1nnc(SCC(=O)NC(C)(C)C)n1C1CCCCC1	-39	104	7	-8	1.4	-19	3.5	-7	3.4	1	-1.0
10	N#C/C(=C(/O)c1ccc([N+](=O)[O-])cc1)c1nc2ccccc2[nH]1	·	107	-11	·	·	12	2.0	·	3.7	·	0.8
11	Cc1ccc(-n2nc3c(=O)n(CC(=O)NC4CCCCC4)nc(C)c3c2C)cc1	5	100	371	-9	-2.4	2	1.7	13	1.7	-2	0.2
12	CC1CCCN(S(=O)(=O)c2ccc(S(=O)(=O)N3CCCN(Cc4ccccc4)C3)cc2)C1 (stereo not drawn)	·	100	·	-11	-0.8	-9	·	5	3.6	2	·

The list continues:
entry	Compound	PfHsp90 set2	DSG3 Ab inh	Mot1-301 SUMO	PKA-R1A act	OPRM1-OPRD1 ag	Arr AP2 block	AddAB inh	OPRM1-OPRD1 inv	phage Ecoli inh	Tat transport	E coli growth
13	Cc1ccc(S(=O)(=O)NNC(=O)Nc2ccc([N+](=O)[O-])cc2)c(C)c1	-1	104	-4	-10	-4.7	-12	-0.1	24	3.1	-1	-0.9
14	COc1ccc(CCNC(=O)COc2ccc(N(C)S(=O)(=O)c3ccc(C)cc3)cc2)cc1OC	-1	97	-4	-6	-2.0	36	-1.1	11	1.9	3	-0.1
15	COc1cc(OC)c(C(=O)OCN2C(=O)c3ccccc3C2=O)cc1OC	-14	92	-1	-1	0.6	8	3.6	-4	2.3	-10	0.4
16	COCCCNS(=O)(=O)c1ccc(Cl)c(C(F)(F)F)c1	4	96	-34	10	2.7	25	2.6	-14	2.0	-5	1.5
17	C=C(C)COC(=O)C1CC2OC2CC1C(=O)OCC(=C)C (stereo not drawn)	·	89	·	6	-3.2	2	·	17	1.9	-4	·
18	CCc1ccc(CN(C)CC(=O)Nc2ccccc2[N+](=O)[O-])cc1	-10	107	7	-4	6.6	-25	-1.6	-30	3.1	14	1.7
19	Cc1nc(C)n(C(C)CNC(=O)c2cccc(Br)c2)n1 (stereo not drawn)	-19	100	-6	-1	-4.3	-12	·	20	-0.4	10	·
20	Cc1cccc(COCCN2CCN(S(=O)(=O)c3ccccc3)CCC2=O)c1	10	106	-2	0	-0.8	-1	1.8	5	1.7	-9	-1.4
21	S=C(Nc1ccc(Oc2ccccc2)cc1)NC1CCCC1	-28	95	40	0	4.5	-3	2.7	-23	5.0	3	-0.1
22	CNC(=O)C1CC(=O)N(CCc2ccc(OC)cc2)C(=Nc2ccc(OC)cc2)S1 (stereo not drawn)	45	·	-12	-10	-2.7	-7	-1.2	17	2.5	-10	-0.6
23	O=C(COc1ccc2ccc(=O)oc2c1)NC1CCCCC1	-7	102	-2	-1	0.3	10	0.4	-1	2.0	-9	-2.8
24	O=C(Nc1ccc(NC(=O)c2ccco2)cc1)c1ccc2c(c1)OCO2	20	·	17	-3	-1.4	2	-2.2	8	5.4	9	-0.7

Three structures out of the list, arranged by SMILES length, lowest first.
entry	Compound	PfHsp90 set2	DSG3 Ab inh	Mot1-301 SUMO	PKA-R1A act	OPRM1-OPRD1 ag	Arr AP2 block	AddAB inh	OPRM1-OPRD1 inv	phage Ecoli inh	Tat transport	E coli growth
15	COc1cc(OC)c(C(=O)OCN2C(=O)c3ccccc3C2=O)cc1OC	-14	92	-1	-1	0.6	8	3.6	-4	2.3	-10	0.4
6	COCCn1nnnc1C(C(C)C)N(Cc1cccnc1)Cc1cc2cc(OC)ccc2[nH]c1=O (stereo not drawn)	8	93	5	-6	-3.5	8	-2.2	15	0.3	9	-0.5
7	COC(=O)[C@@H]1C[C@@]2(O)[C@H](O)[C@H](O)[C@H](O)C[C@H]2N1Cc1cccc2ccccc12	20	99	4	6	-1.2	2	0.9	6	0.9	2	1.2

Continuation.
entry	Compound	PfHsp90 set2	DSG3 Ab inh	Mot1-301 SUMO	PKA-R1A act	OPRM1-OPRD1 ag	Arr AP2 block	AddAB inh	OPRM1-OPRD1 inv	phage Ecoli inh	Tat transport	E coli growth
25	CN(C)S(=O)(=O)c1cccc(C(=O)NCc2ccco2)c1	·	76	11	14	-1.4	0	1.3	8	2.8	1	-0.6
26	CC(C)CC(COCc1cccc(Cl)c1)N1CCN(C(=O)c2ccc(C(F)(F)F)cc2)CCC1=O (stereo not drawn)	-43	98	4	0	2.7	-5	2.4	-12	-0.2	22	-0.2
27	COCCNC(=O)c1cc(-c2ccccc2)n(CC2CC(c3ccc(OC)cc3)=NO2)n1 (stereo not drawn)	-1	107	-13	2	0.2	19	0.5	-1	3.8	4	-0.6
28	CC(Oc1ccc(Cl)cc1)C(=O)NCCCn1ccnc1 (stereo not drawn)	-31	104	3	1	-1.8	13	1.6	10	0.9	3	-0.6
29	CN1CCN(c2ncnc3c2[nH]c2ccc(F)cc23)CC1	26	96	8	5	0.0	5	2.4	0	2.8	0	2.7
30	C=CCC[C@@H](Cc1ccc(F)cc1)C(=O)OC[C@H](Cc1c[nH]c2ccccc12)NC(=O)[C@@H](CC=C)CC(=O)N(CCO)Cc1ccccc1	18	104	-2	-18	-0.3	-10	1.4	1	1.4	10	-1.1
31	N#CC1=C(N)N(c2ccc(Cl)c(Cl)c2)C(=O)C1	6	104	·	-13	-1.5	-3	-0.5	7	3.2	2	0.4
32	Cc1ccc(C(=O)C2=C(O)C(=O)N(Cc3cccnc3)C2c2ccc(Cl)c(Cl)c2)o1 (stereo not drawn)	8	108	-7	-8	-3.2	5	0.9	13	·	1	1.5
33	CC(C)OC(=O)C1C(=O)CC(C)(O)C(C(=O)OC(C)C)C1c1ccc(F)cc1 (stereo not drawn)	·	94	6	-1	1.0	11	4.9	-6	3.1	-6	-1.4
34	COC(=O)c1cccc(C(=O)N2CCCC(C(=O)c3cc(F)ccc3F)C2)c1 (stereo not drawn)	-6	102	-9	-4	-1.1	7	2.8	6	0.8	-8	-2.0
35	CN(CC(=O)Nc1cccc2ccccc12)C(=O)/C=C/c1cccs1	7	·	-5	-2	-0.3	-9	6.4	1	0.1	2	-0.1
36	Cc1ccc2c(c1)C1(C)C(C(C)(C)N2C=O)C1(Cl)Cl (stereo not drawn)	-13	·	0	2	-3.2	27	-1.2	16	2.5	7	-0.7

Single records, from the list above. Order of screens: PfHsp90 set2	DSG3 Ab inh	Mot1-301 SUMO	PKA-R1A act	OPRM1-OPRD1 ag	Arr AP2 block	AddAB inh	OPRM1-OPRD1 inv	phage Ecoli inh	Tat transport	E coli growth
CN(CC(=O)Nc1cccc2ccccc12)C(=O)/C=C/c1cccs1 as listed: 7	·	-5	-2	-0.3	-9	6.4	1	0.1	2	-0.1
Cc1ccc(C(=O)C2=C(O)C(=O)N(Cc3cccnc3)C2c2ccc(Cl)c(Cl)c2)o1 (stereo not drawn) as listed: 8	108	-7	-8	-3.2	5	0.9	13	·	1	1.5

Later entries.
entry	Compound	PfHsp90 set2	DSG3 Ab inh	Mot1-301 SUMO	PKA-R1A act	OPRM1-OPRD1 ag	Arr AP2 block	AddAB inh	OPRM1-OPRD1 inv	phage Ecoli inh	Tat transport	E coli growth
37	CC(C)CCN(Cc1ccco1)S(=O)(=O)c1csc(C(N)=O)c1	-13	100	-6	-17	-1.6	-9	2.3	8	3.5	11	1.2
38	Cn1cccc1/C=N/NC(=O)c1cc2ccccc2cc1O	-24	105	52	-3	0.5	2	3.7	-3	3.2	3	0.7
39	COc1ccc(Cl)cc1NS(=O)(=O)c1ccc2c(c1)NC(=O)CCS2	6	104	-2	-13	-1.5	-8	0.9	8	0.5	4	2.1
40	CC(C)c1cc(C(=O)NNC(=S)NC2CCCCC2)cs1	-32	120	-14	-9	-1.4	-5	1.5	8	1.8	-3	-0.1
41	CC(=O)Oc1ccccc1C(=O)N1CCN(S(=O)(=O)c2ccc3ccccc3c2)CC1	6	102	34	-5	-1.8	-20	0.2	9	-0.5	-2	1.4
42	O=C(Nc1cc(Cl)ccc1O)C1CC(c2c(F)cccc2Cl)=NO1 (stereo not drawn)	-47	103	-4	-3	9.4	15	1.6	-45	2.2	11	0.0
43	COC(=O)c1cc(C(=O)N2CCN(c3ccccc3OC)CC2)cc([N+](=O)[O-])c1	-1	87	27	-2	-1.1	-18	1.0	5	2.6	-1	-1.8
44	COc1ccc(CNC(c2ccccc2)c2ccc(Cl)cc2)cc1 (stereo not drawn)	-4	111	-9	-7	2.4	2	5.1	-19	-7.8	4	-1.3
45	CC(C)C(=O)Nc1nnc(SCC(=O)NCc2ccco2)s1	5	90	2	-3	0.6	7	-1.0	-4	4.0	-3	-1.8
46	Cc1cccc(C)c1NC(=O)N1C(C(=O)O)CSC1C(=O)O (stereo not drawn)	20	97	-17	0	-3.0	16	1.2	19	3.9	-7	1.1
47	CCOC(=O)c1cn(CC)c2cc3c(cc2c1=O)OCO3	-4	90	7	6	-1.8	6	6.4	10	-0.3	5	5.8
48	CC1CCC(NC(=O)CN2C(=O)NC3(CCCCC3C)C2=O)CC1 (stereo not drawn)	·	93	-3	2	1.3	12	-1.3	-5	-0.3	1	-2.3
